GLA spleen mod = inhibits or activates alpha-galactosidase in human spleen homogenate; 240,000 tested, 0.008% active; AID 2107; human spleen homogenate, 4MU-alpha-Gal fluorescence, 40 min; Potency, µM (top dose mostly 80 µM), for the others: top-dose activity change, negative = inhibition, most hits filed as inhibitors; P06280;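 also: potency is read from the fitted curve at half-maximal effect; 0% = enzyme with vehicle and -100% = no enzyme basal signal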
Target sequence (P06280 32-429 limits assumed): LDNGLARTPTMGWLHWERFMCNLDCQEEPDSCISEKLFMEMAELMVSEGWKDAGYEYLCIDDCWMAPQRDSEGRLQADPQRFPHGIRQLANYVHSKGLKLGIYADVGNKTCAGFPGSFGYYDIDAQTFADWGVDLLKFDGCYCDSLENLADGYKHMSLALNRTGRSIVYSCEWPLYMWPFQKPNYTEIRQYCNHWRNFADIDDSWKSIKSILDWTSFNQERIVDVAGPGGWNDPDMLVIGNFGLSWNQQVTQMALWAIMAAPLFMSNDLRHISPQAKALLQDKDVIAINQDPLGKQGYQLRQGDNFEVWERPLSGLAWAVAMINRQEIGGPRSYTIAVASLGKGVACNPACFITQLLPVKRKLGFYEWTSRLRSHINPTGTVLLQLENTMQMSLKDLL
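Spleen homogenate 1 ug + cpd (titration) + 4-MU-alpha-D-galactopyranoside 1 mM; 37C 40 min; 50 mM citrate/phosphate pH 5.0, 0.01% Tween-20; stop pH 10; fluorescence 365/440; AC50 via Hill.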
Tau fibril FP = tau fibrillization inhibition (FP); Potency, µM (top dose mostly 57.7 µM), for the others: top-dose activity, negative = inhibition, actives largely listed as inhibitors; 280,000 tested, 0.39% active; K18 P301L tau heparin fibrillization, Alexa594 FP, 6 h; also: potency is read from the fitted curve at half-maximal effect; % is scaled to controls: 0 for no effect and ±100 for the full control effect; nearly all actives have a fitted effect of over 55% in size
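Recombinant K18 P301L […], labeled with Alexa 594 at 0.24 uM over 15 uM unlabeled; heparin inducer 20 uM final; 37 C, 6 hr; FP endpoint.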
Epigenetic reg = regulators of epigenetic silencing causing reporter derepression in mouse cells; murine LDR cells, GFP reporter derepression, 30 h; Potency, µM (top dose mostly 53.9 µM), inactives show at the highest dose GFP activation, actives largely listed as activators; 280,000 tested, 0.2% active; AID 1865; also: potency is read from the fitted curve at half-maximal effect; % of control where 0% means no effect; nearly all actives have a fitted effect of over 60% in size
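Reporter derepression read as number of fluorescent GFP-positive objects, 20-120 um in size, counted by laser-scanning cytometer. Mouse LDR line with an epigenetically silenced CMV-GFP locus; compound incubation 30 h, 37 C.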
CBFb-RUNX1 inh = CBF-beta/RUNX1 interaction disruption. AlphaScreen CBFb-His/RUNX1-biotin binding, biochemical. Potency, µM (top dose mostly 59.8 µM), for the others: at the top dose activity, negative = inhibition, usual class: inhibitors. 230,000 tested, under 10 active; also: % of control where 0% means no effect
Target sequence (Q01196 whole entry, looked up): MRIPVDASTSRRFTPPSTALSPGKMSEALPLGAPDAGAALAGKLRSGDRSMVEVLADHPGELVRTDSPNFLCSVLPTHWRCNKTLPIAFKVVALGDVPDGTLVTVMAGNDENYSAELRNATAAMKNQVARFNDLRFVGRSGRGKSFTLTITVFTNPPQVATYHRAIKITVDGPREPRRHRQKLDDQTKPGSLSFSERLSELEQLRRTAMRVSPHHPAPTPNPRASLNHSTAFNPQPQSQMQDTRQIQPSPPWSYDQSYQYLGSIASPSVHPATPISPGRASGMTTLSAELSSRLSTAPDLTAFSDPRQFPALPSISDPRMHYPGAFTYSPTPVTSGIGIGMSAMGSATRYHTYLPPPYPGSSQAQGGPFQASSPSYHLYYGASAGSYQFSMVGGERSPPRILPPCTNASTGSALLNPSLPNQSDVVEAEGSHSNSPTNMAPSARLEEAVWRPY
Target sequence (Q13951 whole entry, looked up): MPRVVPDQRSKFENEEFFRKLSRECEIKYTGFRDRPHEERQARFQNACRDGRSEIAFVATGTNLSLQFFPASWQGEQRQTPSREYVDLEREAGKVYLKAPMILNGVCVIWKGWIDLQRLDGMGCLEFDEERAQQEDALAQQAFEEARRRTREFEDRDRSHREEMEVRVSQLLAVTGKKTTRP
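Proteins preincubated together for 20 min at RT before compound addition; 15 min later, nickel and streptavidin beads were added and left 90 min prior to AlphaScreen measurement.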
NPSR antag = antagonists of human neuropeptide S receptor cAMP signaling. Q6W5P4. CHO-NPSR cells, cAMP TR-FRET, antagonist mode. Potency, µM (titrated, usually from 38.3 µM), for the others: at the top dose activity change, negative = inhibition, actives largely listed as inhibitors. 220,000 tested, 1% active. AID 1461; also: potency is read from the fitted curve at half-maximal effect; % is scaled to controls: 0 for no effect and ±100 for the full control effect; nearly all actives have a fitted effect of over 50% in size; many of its hits are not listed in these tables
TRb SRC2 PPI = TRbeta-SRC2 interaction inhibition. P10828. TRbeta-SRC2 peptide binding, fluorescence polarization; receptor liganded with 1 µM T3. Potency, µM (top dose mostly 106 µM), for inactives: top-dose activity change, negative = inhibition, usual class: inhibitors. 280,000 tested, 0.065% active;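 also: potency is read from the fitted curve at half-maximal effect; plate controls were bound peptide for no effect and peptide without receptor for full effect; nearly all actives have a fitted effect of over 50% in size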
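Human TRb ligand-binding domain (0.6 uM) is mixed with 20 nM Texas Red SRC2 peptide and 1 uM T3; after compound addition and 5 hr at ambient temperature, polarization is measured and normalized to unbound and bound controls.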
Tau fluor cs = counter-screen for tau fibril formation inhibitors | tau K18 P301L (four-repeat tau fragment) Alexa594 fluorescence, heparin fibrillization | Potency, µM (doses to about 57.7 µM), for the others: at the top dose activity change, negative = decrease | 280,000 tested, 0.93% active | AID 1463; also: potency is read from the fitted curve at half-maximal effect; % is scaled to controls: 0 for no effect and ±100 for the full control effect; nearly all actives have a fitted effect of over 55% in size
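Human K18 P301L tau (15 uM unlabeled plus 0.24 uM Alexa 594-labeled, final) in 100 mM sodium acetate pH 7 was mixed with compound and 20 uM heparin and incubated 6 hr at 37 C.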
TR SRC2 fluor cs = counter-screen for TRb-SRC2 inhibitors: fluorescence interference. TRb/SRC2 Texas Red total fluorescence interference. Potency, µM (doses to about 106 µM), without a hit: at the top dose fluorescence change, negative = quenching. 280,000 tested, 0.29% active; active = well fitted curve in either direction with a large enough effect; inconclusive = small, poorly fitted or top-dose-only effect; also: potency is read from the fitted curve at half-maximal effect; % is scaled to controls: 0 for no effect and ±100 for the full control effect
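Flags fluorescent or light-absorbing compounds by total fluorescence, S + 2P, at 555 nm excitation and 632 nm emission. Mixture: 20 nM Texas Red SRC2 peptide, 0.6 uM human TRb LBD, 1 uM T3, 5% DMSO; compound exposure 5 h at ambient temperature.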
* hit, by the source's call; ? = inconclusive; nt = no result given; & = joins results of further samples; [ ] = dose if it differs, or a comment. Unless noted, calls follow the shape of the dose curve; as a rule, active = well fitted curve in the direction sought with a large enough effect; inconclusive = small, poorly fitted or top-dose-only effect, or another doubt; inactive = no such curve, though single readings can be large; an effect the other way counts as inactive or inconclusive. Only part of the results is shown; the hit share may differ from the screen's.

SMILES | GLA spleen mod | Tau fibril FP | Epigenetic reg | CBFb-RUNX1 inh | NPSR antag | TRb SRC2 PPI | Tau fluor cs | TR SRC2 fluor cs
COc1ccccc1CNC(=O)c1ccc2c(c1)N(Cc1ccc(C)cc1)CCS2 | nt | 14% | -0.5% | nt | nt | -3% | ? | -1%
COc1ccc(S(=O)(=O)NCCc2sc(-c3cccnc3)nc2C)c(F)c1 | nt | -7% | 0.0% | nt | nt | -6% | -8% | -2%
Cc1cccc(-n2c(-c3ccncc3)n[nH]c2=S)c1C | 6% | -2% | 2.3% | 7% | -11% | 3% | -6% | 0%
O=C(Oc1coc(CSc2ncccn2)cc1=O)c1cccs1 | -4% | 3% | -0.2% | 0% | 18% | -3% | -6% | 1%
CCCN1C(=O)/C(=C/c2ccc(C)o2)NC1=S | 1% | ? | ? | -2% | -18% | 0% | -28% | -3%
CCCCOC(=O)c1ccc(Nc2nc3ccc(C(=O)c4ccccc4)cc3n3cnnc23)cc1 | nt | 3% | 7.1% | nt | nt | 0% | -16% | -2%
CCn1cc(C(=O)NCC2CCCO2)c(=O)c2cc(F)c(N3CCN(C)CC3)cc21 (stereo not given) | 8% | -4% | 0.0% | -2% | -9%[46.1 µM] | 4% | 9% | 3%
CN(C)c1ccc(C(CNC(=O)c2ccccc2Cl)N2CCc3ccccc32)cc1 (stereo not given) | nt | 3% | -0.8% | nt | nt | -5% | ? | -1%
O=C(Nc1cccc(F)c1)c1cc(S(=O)(=O)N2CCOCC2)cs1 | 1% | -6% | 0.1% | 8% | 8% | 3%[53 µM] | -18% | -1%[53 µM]
COc1ccc(Nc2nc3ccccc3n3cnnc23)cc1 | -1% | 1% | 8.5% | 2% | -12%[46.1 µM] | 2% | ? | -5%
Fc1ccccc1Cc1noc(CN2CCCC(CN3CCOCC3)C2)n1 (stereo not given) | -2% | -10% | -0.8% | -2% | -19% | -3% | -6% | 0%
COC(=O)c1ccc(NC(=O)COC(=O)c2nc3nccc(C)n3n2)cc1 | 4% | -1% | ? | -3% | -8% | 2% | -5% | -1%
Cc1ccccc1-c1noc(-c2cc(C(C)C)[nH]n2)n1 | nt | -6% | -4.0% | nt | nt | -4% | -28% | -1%
CC1(OC(=O)c2ccco2)C(=O)C=C2C=C(c3ccsc3)OC=C2C1=O (stereo not given) | -3% | -9% | -1.1% | 24% | nt | 8% | -22% | 3%
O=C(Nc1nc2ccsc2c(=O)s1)c1ccco1 | -6% | -1% | 0.0% | -14% | 6% | -5% | -3% | -3%
Cc1ccc(C(=O)NNC2=NC(C)(C)Cc3ccccc32)cc1 | 1% | 4% | 0.1% | 2% | -4% | 0% | 7% | -4%
N#C/C(=C/c1ccc(N2CCOCC2)o1)c1ccc(Br)cc1 | 5% | ? | 4µM* | -20% | -29%[46.1 µM] | 4% | ? | 8%
COc1ccc(F)cc1C(=O)C1CCCN(Cc2cnc(N3CCCC3)s2)C1 (stereo not given) | 0% | 4% | -1.9% | 0% | 14% | -6% | -7% | -3%
Cc1ccc(NC(=O)N2CCCC2C(=O)Nc2ccc(-n3cnnn3)c(C)c2)cc1 (stereo not given) | 2% | -1% | -2.0% | 3% | 7%[46.1 µM] | 6% | 6% | 0%
CCN(Cc1ccccc1)C(=O)Nc1ccc2c(c1)N(C)C(=O)c1ccccc1S2 | nt | 10% | -0.5% | nt | nt | -7% | 2% | -1%
CN1CCN(c2ccc([N+](=O)[O-])cc2C(=O)N2CCOCC2)CC1 | -3% | -8% | -0.9% | 3% | -6%[46.1 µM] | 0% | -9% | -1%
COC(=O)C1=CN(C2CC2)C=C(C(=O)OC)C1c1ccccc1OC | ? | 5% | -4.6% | 13% | -25%[7.67 µM] | -10% | -6% | 0%
CC(=O)Nc1ccc(NC(=O)CSc2ccc3nnc(CCNC(=O)c4ccccc4)n3n2)cc1 | -1% | 15% | 5.2% | 4% | 10% | -5% | -1% | -2%
Cc1c(NC(=O)c2cc(=O)c3ccccc3o2)c(=O)n(-c2ccccc2)n1C | nt | -3% | 0.8% | nt | nt | 5% | 1% | 6%
CCOC(=O)C1CCN(CC(O)COc2ccc(C(C)(C)CC)cc2)CC1 (stereo not given) | -2% | 0% | 0.5% | -2% | -2%[7.67 µM] | -7% | -9% | -1%
COc1cc2c(cc1OC)CN(C(=S)Nc1ccccc1)CC2 | 9% | 6% | -1.1% | -5% | 8%[46.1 µM] | -12% | 0% | -2%
CC(=O)Oc1ccc(C(=O)O)cc1OC(C)=O | 12% | 4% | 6.9% | -13% | -4%[46.1 µM] | -8% | 8% | -2%
C=CCN=C1NN=C(c2cc(C)n(CCOC)c2C)CS1 | -2% | -11% | -1.1% | ? | -8% | -9% | -22% | 1%
Cc1ccnn1CCSCC(=O)O | -11% | -4% | -1.2% | 2% | -3%[46.1 µM] | 2% | -8% | 0%
COc1ccc(C)cc1S(=O)(=O)Nc1cccnc1 | -13% | 1% | -0.7% | 3% | 19%[46.1 µM] | -24% | -10% | 0%
Cc1ccc(-n2nc(C)c3c(C)cc(=O)[nH]c32)cc1 | -1% | -1% | -0.4% | -2% | -8%[46.1 µM] | 5% | -5% | -1%
OCC1O[C@@H](OC2C(O)C(CO)O[C@@]2(CO)O[C@@H]2OC(CO)C(O)C(O)C2O)C(O)C(O)C1O (stereo not given in full) | 9% | -7% | -1.0% | nt | nt | -6% | -5% | -8%
O=C(/C=C/c1ccc(Cl)cc1Cl)N(Cc1ccccc1)C1CCS(=O)(=O)C1 (stereo not given) | 8% | 3% | -1.3% | -7% | 0% | -3%[53 µM] | -8% | -1%[53 µM]
CCC1CCCCN1C(=S)NC(=O)c1ccc(F)c(S(=O)(=O)N2CCOCC2)c1 (stereo not given) | -6% | -1% | -2.8% | 7% | -3% | -2% | -16% | -1%
COC(=O)C1=C(C(=O)OC)[C@@H]2Nc3ccccc3[C@@]23C[C@@H](C(=O)OC)N(S(=O)(=O)c2ccc(C(F)(F)F)cc2)C3=N1 | 11%[17.5 µM] | 4%[11.6 µM] | nt | -3%[13.1 µM] | nt | 5%[11.2 µM] | -3%[11.6 µM] | -3%[11.2 µM]
O=C1[C@H]2[C@H]3[C@H](O)[C@H](O)C/C(=N\OC[C@@H](O)COCc4ccco4)[C@@H]3CC[C@H]2C(=O)N1c1ccc(F)cc1F | -1% | 14% | 0.8% | 7%[2.36 µM] | 14% | 10% | -11% | -2%
Cc1ccc(CNC(=O)C(Cc2ccccc2)NS(=O)(=O)c2cccs2)cc1 (stereo not given) | -8% | -4% | -1.0% | 7% | -9%[46.1 µM] | -18% | -21% | -3%
CCN1CCN(Cc2ccc(NC(=O)Nc3ccc(OC)cc3)cc2)CC1 | 4% | -5% | 0.0% | ? | -6%[46.1 µM] | -9% | -4% | 0%
COc1ccc(N=Cc2nc(-c3ccco3)oc2O)cc1 | -6% | 7% | -1.2% | 2% | -19%[46.1 µM] | -10% | ? | -9%
Cc1ccccc1/C=C/C(=O)NCC(=O)N1CCC(N(C)C2CCCCC2C)CC1 (stereo not given) | 3% | -6% | -0.4% | 4% | 8% | -3% | -7% | -5%
COc1ccc(COC(=O)C2=C(C)NC(=O)CC2c2cccc(Cl)c2Cl)cc1 (stereo not given) | nt | -8% | 1.1% | nt | nt | 0% | -2% | -1%
CC(C)[C@H](NS(=O)(=O)c1ccccc1)C(=O)OCC(=O)NC(=O)c1cccn1C | 12% | 2% | -5.6% | -5% | -3%[46.1 µM] | -11% | -3% | -2%
CCOC(=O)N1CCN(S(=O)(=O)c2cccc3nsnc23)CC1 | 5% | 2% | 0.9% | 1% | -14%[46.1 µM] | -3% | 6% | 3%
S=C(NCCN1CCOCC1)Nc1ccc(-c2nc3ccccc3[nH]2)cc1 | -11% | -2% | -3.2% | -1% | 8% | -9% | -13% | 0%
CC(C)(C)c1ccccc1NC(=S)NCc1ccccc1 | 5% | -3% | 0.3% | -1% | -27%[46.1 µM] | -9%[53 µM] | -3% | ?
Cc1cc(Br)c2nc3c(c(C(=O)O)c2c1)CCCCC3 | 1% | 8% | -0.9% | -1% | 1µM* | -4% | 2% | 1%
Nc1nc(SCC(=O)NCCO)nc2sc3c(c12)CCCC3 | -7% | -4% | 1.6% | 4% | 8% | 5% | 7% | -1%
CCn1c(=O)c(C(=O)NCCNCCO)c(O)c2ccccc21 | -13% | -5% | -1.0% | -1% | -3%[46.1 µM] | -3% | -1% | 1%
Cc1ccc(-c2nnc(SCC(=O)N/N=C/c3ccc(C)s3)n2-c2ccccc2)cc1 | 3% | -5% | 0.0% | -4% | -9% | 3% | 0% | 3%
Cc1ccc(NC(=O)C(=O)NCCN2CCN(C(=S)Nc3ccccc3)CC2)cc1 | 8% | -11% | 0.0% | -2% | 17% | 3% | -11% | -2%
Cn1c(N)c(C(=O)COC(=O)c2ccnc3ccccc23)c(=O)n(C)c1=O | 8%&3% | -10%&-10% | -1.0%&4.0% | 5% | -56% | 6%&4% | -6%&-10% | -1%&0%
Cc1cc(=O)[nH]c(NN=C(CC(C)C)CC(C)C)n1 | -5% | -10% | 0.0% | 0% | -2%[46.1 µM] | -1% | -8% | ?
CCCCn1c(SCC(=O)NC(C)CC)nc2ccc(N3CCOCC3)cc2c1=O (stereo not given) | -3% | -8% | -2.6% | 0% | ? | -8% | ? | -5%

Complete entries from above:
Cc1ccc(-n2nc(C)c3c(C)cc(=O)[nH]c32)cc1 reads GLA spleen mod = -1%; Tau fibril FP = -1%; Epigenetic reg = -0.4%; CBFb-RUNX1 inh = -2%; NPSR antag = -8%[46.1 µM]; TRb SRC2 PPI = 5%; Tau fluor cs = -5%; TR SRC2 fluor cs = -1%
Cc1ccnn1CCSCC(=O)O reads GLA spleen mod = -11%; Tau fibril FP = -4%; Epigenetic reg = -1.2%; CBFb-RUNX1 inh = 2%; NPSR antag = -3%[46.1 µM]; TRb SRC2 PPI = 2%; Tau fluor cs = -8%; TR SRC2 fluor cs = 0%
